ELG1 genotoxic – inducers of genotoxicity in HEK293T ELG1-luciferase cells | Potency, µM (titrated, usually from 46 µM), without a hit: top-dose activity change, positive = activation, hits mostly activators | HEK293T ELG1-luciferase reporter, luminescence, 16 h | actives 1.3% (n = 330,000) | AID 504466; note: potency is the fitted concentration of half-maximal effect; % of control where 0% means no effect; nearly all actives have a fitted effect of over 60% in size
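After overnight (16 hr) compound treatment at 37 °C, ELG1-luciferase HEK293T cells were lysed with ONE-Glo; luminescence quantified 30 min later at room temperature.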
p53 reactivator – re-activators of mutant p53. H1299 p53-A138V BP100-luciferase reporter, luminescence, 24 h. Potency, µM (doses to about 92.2 µM), for inactives: at the top dose activity change, positive = activation, most hits filed as activators. actives 0.063% (n = 320,000); note: potency is the fitted concentration of half-maximal effect; % of control where 0% means no effect; nearly all actives have a fitted effect of over 45% in size
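H1299 (p53-null), stable ts p53-A138V + BP100-Luc; 1000 cells/well, Opti-MEM/10% FBS; cpd 4 pt, 1:5; 24 h, 37 deg C, 5% CO2; detection reagent 10 min RT; luminescence.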
Tb PFK block – blocks T. brucei phosphofructokinase; T. brucei PFK, ADP-Glo luminescence; Potency, µM (doses to about 57.5 µM), for inactives: at the highest dose activity, negative = inhibition, actives largely listed as inhibitors; actives 0.17% (n = 330,000);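 note: potency is the fitted concentration of half-maximal effect; 0% = uninhibited 1x PFK enzyme wells and -100% = no-enzyme wells; nearly all actives have a fitted effect of over 60% in size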
Target sequence (O15648 whole entry, looked up): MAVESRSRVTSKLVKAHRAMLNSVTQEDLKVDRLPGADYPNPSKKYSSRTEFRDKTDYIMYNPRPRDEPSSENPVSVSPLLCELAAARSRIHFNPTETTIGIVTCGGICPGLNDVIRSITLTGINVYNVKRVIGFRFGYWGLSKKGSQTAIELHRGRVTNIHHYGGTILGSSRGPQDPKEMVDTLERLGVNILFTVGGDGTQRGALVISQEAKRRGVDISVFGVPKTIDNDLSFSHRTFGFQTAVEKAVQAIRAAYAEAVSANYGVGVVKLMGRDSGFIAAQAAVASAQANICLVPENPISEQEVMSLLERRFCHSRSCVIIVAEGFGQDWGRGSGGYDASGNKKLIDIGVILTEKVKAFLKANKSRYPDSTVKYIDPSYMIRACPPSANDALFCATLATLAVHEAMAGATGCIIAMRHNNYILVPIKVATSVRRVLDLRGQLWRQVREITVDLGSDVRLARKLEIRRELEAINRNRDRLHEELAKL
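In TEA buffer at pH 8.0 with 5 mM MgCl2, enzyme (1.25 nM) converted F6P (0.5 mM) and ATP (0.1 mM) for 45 min at room temperature. ADP product was read by luciferase luminescence.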
ELG1 DNA repair – ELG1-dependent DNA repair inhibition; HEK293T ELG1-luciferase reporter, luminescence, 16 h; DNA damage induced by 5-fluorouridine; Potency, µM (series often up to 46.1 µM), inactives show top-dose activity change, negative = inhibition, actives largely listed as inhibitors; actives 2.3% (n = 330,000); AID 504467; note: potency is the fitted concentration of half-maximal effect; % is set by controls: 0 for no effect and ±100 for the full control effect; nearly all actives have a fitted effect of over 55% in size
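Reporter activity after DNA damage by 5-fluorouridine is monitored. Compound-treated cells incubate 16 hr at 37 °C, then ONE-Glo is added for 30 min before luminescence reading.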
RORg inh – inhibitors of mouse ROR gamma transcriptional activity | P51450 | Drosophila S2 Gal4-RORgamma UAS-luciferase reporter, 20 h | Potency, µM (doses to about 53.6 µM), without a hit: top-dose activity change, negative = inhibition, actives largely listed as inhibitors | actives 5.4% (n = 310,000) | AID 2551; note: potency is the fitted concentration of half-maximal effect; % is set by controls: 0 for no effect and ±100 for the full control effect; nearly all actives have a fitted effect of over 60% in size
Target sequence (P51450 whole entry, looked up, the tested form may be a part): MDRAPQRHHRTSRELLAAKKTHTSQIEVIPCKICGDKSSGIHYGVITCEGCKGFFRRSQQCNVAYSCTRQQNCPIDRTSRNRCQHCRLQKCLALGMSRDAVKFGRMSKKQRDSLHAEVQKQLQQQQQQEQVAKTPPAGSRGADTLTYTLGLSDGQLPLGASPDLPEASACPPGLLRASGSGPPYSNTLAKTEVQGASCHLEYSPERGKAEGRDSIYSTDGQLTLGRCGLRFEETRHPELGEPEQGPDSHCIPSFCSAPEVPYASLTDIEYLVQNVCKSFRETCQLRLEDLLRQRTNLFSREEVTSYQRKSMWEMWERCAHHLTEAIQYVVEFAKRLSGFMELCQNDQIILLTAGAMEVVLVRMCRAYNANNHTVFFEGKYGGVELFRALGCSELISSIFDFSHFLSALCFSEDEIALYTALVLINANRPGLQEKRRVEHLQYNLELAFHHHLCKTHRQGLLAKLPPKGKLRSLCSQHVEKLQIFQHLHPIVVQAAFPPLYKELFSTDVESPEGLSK
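Luciferase reporter read in Schneider cells carrying Gal4-RORγ (mouse) and UAS-Photinus luciferase; cells given compound 1 h before 700 uM copper sulfate induction, then incubated 20 h at ambient temperature.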
BRCA1 expr act – activators of BRCA1 expression; AID 624202; actives 1.1% (n = 380,000); Potency, µM (highest dose often 46.1 µM), without a hit: at the highest dose activation, actives largely listed as activators; MCF7-BRCA1-FFLuc reporter, luminescence, 48 h; response scale: scaled: vehicle 0%, 10 µM genistein 100%; note: potency is the fitted concentration of half-maximal effect; nearly all actives have a fitted effect of over 80% in size; some results filed as inactive show a strong effect at the top dose
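Using MCF7 cells harboring a BRCA1 firefly luciferase reporter, plated 2 h before compound pinning, the screen measured luminescence after 48 h incubation. Responses were normalized to DMSO and 10 microM genistein, then fitted for concentration-effect.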
FLuc modulator – inhibits or activates purified firefly luciferase, miR-21 counter-screen | actives 6.9% (n = 360,000) | P08659 | AID 588342 | purified FLuc, Km substrates, luminescence inhibition | Potency, µM (series often up to 57.5 µM), for the others: at the top dose activity change, negative = inhibition, actives largely listed as inhibitors;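 note: potency is the fitted concentration of half-maximal effect; plate controls were vehicle for no effect and reference inhibitor for full effect; nearly all actives have a fitted effect of over 55% in size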
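Biochemical qHTS of compounds, final roughly 60 µM downward over six points, against 10 nM purified firefly luciferase using Km concentrations of substrates (10 uM D-luciferin, 10 uM ATP) in Tris acetate pH 7.5 buffer; luminescence output.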
Gal4-VP16 FLuc – counter-screen for ROR gamma inhibitors: Gal4-VP16 reporter | Potency, µM (titrated, usually from 53.6 µM), without a hit: top-dose activity, negative = inhibition, hits mostly inhibitors | actives 3.5% (n = 310,000) | Drosophila S2 Gal4-VP16 UAS-luciferase, luminescence, 20 h;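 note: Gal4-VP16 expression switched on by copper sulfate through the metallothionein promoter; potency is the fitted concentration of half-maximal effect; % is set by controls: 0 for no effect and ±100 for the full control effect; nearly all actives have a fitted effect of over 50% in size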
Rab9 promoter act – Rab9 promoter activation | Huh7 Rab9 promoter-luciferase reporter, luminescence, 24 h | Potency, µM (titrated, usually from 9.22 µM), for inactives: at the top dose activation, negative = inhibition, hits mostly activators | actives 2.8% (n = 320,000) | AID 485297; note: potency is the fitted concentration of half-maximal effect; % of control where 0% means no effect; nearly all actives have a fitted effect of over 60% in size
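Huh7 reporter line, Rab9 promoter upstream of luciferase. Compound exposure 24 h at 37 °C in reduced-serum medium with 10% FBS. Read-out: luminescence.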
TRPV1 ag – agonists of human vanilloid receptor 1 (TRPV1). actives 0.19% (n = 320,000). TRPV1-expressing cells, Fluo-8 calcium influx, agonist mode. activation, % at 8.33 µM. AID 540275; in the data active = activation above about 80%; inconclusive = between about 30% and that limit; note: 0% is about no effect
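Fluo-8 calcium influx in TRPV1-expressing cells, kinetic read (ex 480/em 520 nm). Compound added and read 3 min for agonist activity, followed by capsaicin at EC20 final and 2 min further read for enhancement.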
NPC1 prom act – activates the NPC1 promoter. Huh7 NPC1 promoter luciferase reporter, 24 h. actives 2.4% (n = 320,000). AID 485313. Potency, µM (top dose mostly 9.22 µM), for the others: at the top dose activation, usual class: activators;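 note: potency is the fitted concentration of half-maximal effect; % of control where 0% means no effect; nearly all actives have a fitted effect of over 60% in size; reporter is driven by a mutant NPC1 promoter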
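Huh7 reporter cells (NPC1 promoter driving luciferase) are dosed with compound for 24 h at 37 °C, 5% CO2; luciferase detection reagent is then added and luminescence measured after 10 min at ambient temperature.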
* marks the source's active call; other numbers are inactive results; ? = inconclusive; · = no result given; [ ] = remark or other dose. Unless noted, calls come from the whole dose curve; as a rule, active = well fitted curve in the direction sought with a large enough effect; inconclusive = small, poorly fitted or top-dose-only effect, or another doubt; inactive = no such curve, though single readings can be large; an effect the other way counts as inactive or inconclusive.

Screens in order: ELG1 genotoxic	p53 reactivator	Tb PFK block	ELG1 DNA repair	RORg inh	BRCA1 expr act	FLuc modulator	Gal4-VP16 FLuc	Rab9 promoter act	TRPV1 ag	NPC1 prom act
[1] CCN(CC)c1ccc(NC(=O)COC(=O)c2cccs2)cc1
 : -1%	8%	-5%	26%	26%	1%	12µM*	3%	2%	-7	-1%
[2] COC(=O)CSc1nc2ccc(NC(=O)c3ccccc3C(=O)N3CCOCC3)cc2s1
 : 1%	5%	-5%	-1%	?	-10%	-4%	-8%	1%	6	-1%
[3] O=C(C1CCCCN1S(=O)(=O)c1ccccc1)N1CCCCC1 (centres undefined)
 : -6%	0%	0%	4%	-7%	3%	-3%	-3%	-8%	3	6%
[4] C=CCSC1=C(C#N)C(c2ccccc2)CC(=O)N1 (centres undefined)
 : -1%	-8%	-1%	3%	0%	-3%	-16%	4%	4%	-3	0%
[5] Nc1ccc(N2CCN(c3ccccc3)CC2)c(F)c1
 : 5%	-1%	0%	17%	-3%	27%	-10%	-7%[10 µM]	9%	-2	14%
[6] NC(=S)Nc1ccc2cn[nH]c2c1
 : 3%	4%	-2%	10%	-19%	-20%	-4%	-6%	-3%	0	0%
[7] NC(=O)CN1C(=O)C(=O)N(Cc2cccc(Cl)c2)C1=O
 : -17%	10%	-2%	18%	-25%	-2%	3%	-3%	2%	-2	7%
[8] O=C(Nc1ccccc1)O/N=C(\c1ccccc1)c1ccccn1
 : 4%	21%	4%	?	11µM*	14%	-12%	-7%	3%	2	-1%
[9] Cc1nn(CC(=O)Nc2c(F)cc(F)cc2Br)c(=O)c2cccn12
 : 0%	0%	0%	0%	-26%	-24%	0%	-12%	-1%	0	2%
[10] O=C(NC1CCCC1)C(c1ccc(Cl)cc1)N1CCOCC1 (centres undefined)
 : -1%	4%	-2%	-1%	-6%	-1%	0%	2%	-7%	3	-1%
[11] CCOc1cc(CNc2ccc(S(N)(=O)=O)cc2)cc(Cl)c1OC
 : 2%	-12%	-2%	?	40%	-36%	0%	0%	-3%	-3	3%
[12] O=C(NCc1csc(-c2cccs2)n1)Nc1ccc(C(F)(F)F)cc1
 : 0%	-1%	-11%	?	-11%	-9%	1%	-6%	-1%	15	2%
[13] CC(=O)c1cc(F)c(N2CCCC2)cc1C
 : 0%	4%	0%	0%	0%	0%	-21%	1%	-5%	27	0%
[14] CC(=C/c1ccco1)/C=N/NC(=O)c1ccncc1
 : 1%	-1%	-18%	-68%	8%	8%	17µM*	19%	20%	6	11%
[15] CC(C)OCCCNC(=O)C1CC(=O)N(CCc2ccccc2)C1 (centres undefined)
 : 0%	?	-26%	3%	0%	-7%	1%	-2%	-2%	-6	9%
[16] Cc1ccccc1OCC(=O)N=Nc1c(O)n(C)c2ccccc12
 : ?	1%	-7%	?	-23%	-6%	-14%	-9%	21%	8	?
[17] Nc1nnc(CCS(=O)(=O)c2cc(Cl)ccc2Cl)s1
 : 3%	-2%	2%	?	-4%	-22%	-1%	3%	0%	-7	-2%
[18] COc1ccccc1C(=O)N(CCC1CCCN1C)c1nc2ccccc2s1 (centres undefined)
 : ?	11%	2%	?	7.1µM*	-32%	4.8µM*	?	-4%	2	-3%
[19] CNC(=O)COc1ccc(C=O)cc1OC
 : 3%	1%	-1%	21%	-9%	-1%	0%	-6%	-8%	-4	-1%
[20] Cc1cccc(S(=O)(=O)Nc2ccc(-c3cn4ccccc4n3)cc2)c1
 : 10%	14%	2%	25%	?	48%	17µM*	21%	?	2	27%
[21] O=C(COC(=O)c1cc(F)cc(F)c1)NCCCc1ccccc1
 : 1%	1%	18%	1%	1%	12%	-3%	-2%	2%[1.84 µM]	-1	-2%
[22] CCCCCCCc1nc2c(=O)n(C)c3ccccc3c2o1
 : -3%	0%	-7%	4%	-44%	4%[1.84 µM]	-2%	-5%	-4%	-4	0%
[23] O=C(NC1CCCC1)C1CCCN(S(=O)(=O)c2cccc3cccnc23)C1 (centres undefined)
 : -10%	-3%	6%	-15%	-5%	0%	1%	-9%	1%	5	-1%
[24] CN(Cc1ccccc1)C(=O)COC(=O)c1cc2ccccc2oc1=O
 : -1%	6%	0%	0%	·	18%	·	·	·	·	·
[25] O=C(O)CCCC(=O)Nc1ccc(Sc2ccc([N+](=O)[O-])cc2)cc1
 : -6%	-5%	-19%	?	9%	-7%	-1%	0%	0%	0	-5%
[26] CCOc1cc(NC(=O)C(C)C)c(OCC)cc1NC(=O)Nc1ccccc1
 : 0%	8%	0%	-7%	20%[1.91 µM]	12%	3%	-5%	5%	29	2%
[27] Cc1cc(C)nc(SCCCNCc2ccccc2)n1
 : -5%	·	-11%	?	·	1%	3%	·	0%	5	-3%
[28] Cc1cccc(-n2c(O)c(C=NC3CCS(=O)(=O)C3)c3ccccc3c2=O)c1C (centres undefined)
 : 2%	-2%	-3%	?	-1%	-3%	0%	-1%	-9%	1	-11%
[29] Cc1cccc(N2CCN(C(=O)c3ccnn3C)CC2)c1C
 : -3%	0%	-1%	-2%	-21%	-8%	-2%	2%	-3%	?	0%
[30] COc1ccc(S(=O)(=O)NC(C)C(=O)NCc2ccncc2)cc1Cl (centres undefined)
 : -1%	-3%	1%	10%	4%	-4%	1%	-13%	-3%	-2	1%
[31] CC(/C=C/c1ccccc1)NC(N)=O (centres undefined)
 : -3%	-3%	1%	?	-6%	14%	0%	-10%	-2%	1	-7%
[32] Nc1nc2sc3c(c2cc1C(=O)N1CCOCC1)CCCC3
 : 3%	12%	2%	?	?	18%	17µM*	13%	10%	2	8%
[33] C=C1CCc2c([nH]c3ccc(OCC(C)C)cc23)C1=O
 : -3%	-16%	3%	?	14µM*	-86%	5%	?	9%	1	-7%
[34] C1=CN2CCC1C(c1ccccc1)C2 (centres undefined)
 : -2%	-30%[inhibitor]	2%	0%	-10%	-2%	1%	-2%	-3%	2	-5%
[35] O=C(Nc1ccnn1C1CCN(C2CCC2)CC1)c1cccc(F)c1
 : 4%	3%	-3%	-5%	-17%	-2%	-1%	-11%	-1%	2	-2%
[36] COCC(=O)N(Cc1cc2ccc(C)cc2[nH]c1=O)c1ccccc1C
 : 5%	·	5%	9%	-11%	-1%	3%	-2%	-2%	-2	-5%
[37] COc1ccc(OC)c(NC(=O)C2CC2c2ccccc2)c1 (centres undefined)
 : 1%	6%	2%	13%	33%	9%	?	1%	6%	4	2%
[38] Cc1ccc(S(=O)(=O)NCCC(=O)N2CCC(Cc3ccccc3)CC2)cc1
 : 13%	1%	3%	-27%	·	-34%	2%	·	0%	26	1%
[39] Cc1sc2nc(SCC(=O)Nc3c(C)n(C)n(-c4ccccc4)c3=O)n(C)c(=O)c2c1C
 : 1%	-2%	-8%	?	25%	-7%	2%	-15%	-7%	0	-1%
[40] Cc1nc([N+](=O)[O-])c(N2CCOCC2)n1Cc1ccccc1
 : -2%	-6%	0%	1%	20%	-3%	0%	-15%	-3%	-2	6%
[41] CCOC(=O)Nc1ccc2c(c1)N(C(=O)CN)c1ccccc1CC2
 : -3%	9%	1%	1%	4%	-12%	-6%	-9%	7%	3	2%
[42] COc1ccc2c(c1OC)C(=O)OC2Nc1nc(-c2ccc([N+](=O)[O-])cc2)cs1 (centres undefined)
 : 14%	20%	3%	?	0%	13µM*	?	?	29%	-1	26%
[43] CC(NC(=O)C(=O)N1CCOCC1)C(c1cccs1)N1CCN(c2ccccc2)CC1 (centres undefined)
 : 0%	-4%	2%	13%	-32%	11%	1%	2%	-2%	3	2%
[44] COc1ccc(-c2nnn(CC(=O)N3CCOCC3)n2)cc1
 : ·	1%	3%	19%	13%	13%	-3%	-2%	10%	8	0%
[45] Cc1ccc(C(=O)C[n+]2cccc3cc(C)ccc32)cc1
 : -14%	8%	-3%	?	12%	-10%	-2%	-13%	-5%	-2	0%
[46] O=C1CC(c2ccccc2)n2nc(NC(=O)c3ccccn3)nc2N1 (centres undefined)
 : 2%	0%	-3%	-18%	-34%	-31%	10%	-4%	1%	2	-5%
[47] CCOC(=O)CC1C(=O)NCCN1C(=O)c1c(F)cccc1F (centres undefined)
 : -3%	2%	-2%	0%	-23%	-18%	0%	-1%	-5%	-2	-1%

High-throughput results as filed in PubChem.
